# Screening results deposited in PubChem BioAssay by several laboratories.
# NPY-Y1 PAM-ag = NPY-Y1 receptor potentiators or agonists, primary screen, cell-based. activation, % at 3.6 µM. NPY-Y1 expressing cells, potentiator/agonist activation. actives 0.37% (n = 220,000). AID 1304, 2008; in the data active = activation above about 33%, passing the limit was not always enough;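 also: cells stimulated with NPY at EC10 then isoproterenol at EC100; 0% = low agonist plus stimulus and 100% = saturating agonist plus stimulus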
# Target sequence (P25929 whole entry, looked up): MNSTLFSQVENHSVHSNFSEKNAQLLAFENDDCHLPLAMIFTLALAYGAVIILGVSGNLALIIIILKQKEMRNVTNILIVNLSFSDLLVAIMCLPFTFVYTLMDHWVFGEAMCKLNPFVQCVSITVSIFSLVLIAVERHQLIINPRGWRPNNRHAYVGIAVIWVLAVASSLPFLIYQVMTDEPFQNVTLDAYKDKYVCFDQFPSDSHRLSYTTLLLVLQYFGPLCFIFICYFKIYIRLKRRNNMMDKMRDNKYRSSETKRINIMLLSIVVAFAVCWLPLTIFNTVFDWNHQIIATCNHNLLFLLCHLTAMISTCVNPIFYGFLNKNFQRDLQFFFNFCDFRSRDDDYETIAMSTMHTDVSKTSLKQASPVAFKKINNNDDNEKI
# CHOP inhibitor = inhibitors of CHOP promoter induction, primary screen, cell-based, unfolded protein response, luciferase reporter. CHO-K1 CHOP-promoter luciferase, tunicamycin-induced, 15-18 h. inhibition, % at 10 µM. actives 3.8% (n = 220,000). AID 2732, 2010;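 active = compounds that reduced the stress-induced luciferase reporter signal by more than about 70% of percent inhibition, limit read from the data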;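 also: 0% = tunicamycin plus vehicle and 100% = wells without tunicamycin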
# NPY-Y1 antag = NPY-Y1 receptor antagonists, primary screen, cell-based | Neuropeptide Y receptor type 1 (Homo sapiens), P25929 | HEK293-CNG Y1 cells, membrane potential fluorescence; NPY at EC95, then isoproterenol | inhibition, % at 3.6 µM | actives 1% (n = 200,000) | AID 1040, 2008;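 active = inhibition above the campaign mean inhibition of all tested compounds plus 3 SD, cut at about 20% in these data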;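 also: 0% = DMSO wells given NPY plus isoproterenol and 100% = isoproterenol alone without NPY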
#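 Material: Y1- and CNG-channel-expressing HEK293 cells / Probe or stimulus: NPY 25 nM then isoproterenol 1 µM plus Ro 20-1724 25 µM / Doses: 3.6 µM single dose, DMSO 0.4% / Schedule: compound incubation 1 h at room temperature, readout 45 min post-stimulation / Signal: membrane potential fluorescence / Benchmarks: isoproterenol-only wells as full block versus NPY-plus-isoproterenol wells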
# EP2 antag = human EP2 receptor antagonists, primary screen, TR-FRET cAMP, C6 glioma cells; inhibition, % at 25 µM; Prostaglandin E2 receptor EP2 subtype (Homo sapiens), P43116; C6 glioma cells expressing human EP2; cells stimulated with saturating PGE2; actives 0.52% (n = 260,000);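 active = percent inhibition above 40 after rounding to a whole number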;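 also: rat C6 glioma host cells with rolipram phosphodiesterase inhibitor present; the protocol text gives 20 µM as final concentration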
# Target sequence (P43116 whole entry, looked up): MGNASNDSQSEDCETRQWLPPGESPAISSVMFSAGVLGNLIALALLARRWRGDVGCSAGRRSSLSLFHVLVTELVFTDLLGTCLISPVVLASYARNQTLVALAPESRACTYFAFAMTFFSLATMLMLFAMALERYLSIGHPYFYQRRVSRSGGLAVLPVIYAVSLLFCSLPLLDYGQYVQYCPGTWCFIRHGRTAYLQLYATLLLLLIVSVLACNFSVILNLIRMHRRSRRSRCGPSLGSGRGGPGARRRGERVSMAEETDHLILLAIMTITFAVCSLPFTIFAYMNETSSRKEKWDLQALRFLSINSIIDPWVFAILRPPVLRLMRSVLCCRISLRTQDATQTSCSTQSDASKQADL
# TRPML3 agonist = human TRPML3 channel agonists, primary screen, cell-based, HEK293 TRPML3-YFP, Fluo-8 calcium fluorescence, 3 µM; Mucolipin-3 (Homo sapiens), Q8TDD5; activation, % at 3 µM; actives 0.29% (n = 220,000); AID 1448, 2008; 100% = the carbachol control signal;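 active = activation above its plate's cutoff, the mean activation of the plate's test wells plus 3 SD, cut at about 12% in these data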;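 also: 0% = DMSO only wells and 100% = carbachol wells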
#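 Test system: HEK293 cells stably carrying human TRPML3-YFP; Doses: single dose, 3 µM final nominal compound, 0.3% DMSO final; Schedule: dye loading 1 h 37 °C then 30 min ambient, 125 s read; Technique: Fluo-8 calcium fluorescence; Benchmarks: high control carbachol 87 µM, low control DMSO.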
# EP2 modulator = EP2 receptor modulators, cAMP readout, primary screen, cell-based, HTRF cAMP, PGE2 stimulation. Prostaglandin E2 receptor EP2 subtype (Homo sapiens), P43116. EP2-expressing cells, cAMP HTRF FRET, PGE2 co-stimulation. induction, % at 25 µM. actives 0.83% (n = 260,000). AID 940, 2007;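 active = compounds whose cAMP rise, as percent of the full-agonist control response, exceeds 60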;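 also: rat C6 glioma line stably carrying human EP2 under a CMV promoter; the protocol text gives 20 µM as final concentration; 100% = response of wells given 1 µM PGE2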
# PPC-1+TRAIL kill = compounds killing PPC-1 cancer cells with TRAIL present, primary screen, TRAIL potentiator project, ATPLite luminescence, uHTS; PPC-1 cells + TRAIL, ATPLite viability luminescence; cell killing (% activity), % at 4 µM; actives 0.41% (n = 220,000);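 active = cell killing above 50% in the first pass at 4 µM, then a duplicate retest at 5 µM averaging 50% or more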;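 also: plate controls were cells with TRAIL plus DMSO for no effect and medium-only wells lacking cells for full effect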
# 14-3-3 Bad inh = inhibitors of 14-3-3 zeta/Bad binding, primary screen, biochemical, TR-FRET, bovine 14-3-3 zeta; 14-3-3 protein zeta/delta (Bos taurus), P63103; TR-FRET 14-3-3zeta/Dy647-pBad peptide displacement, 1 h; inhibition, % at 21.7 µM; actives 0.71% (n = 220,000); AID 781, 2007;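 active = inhibition above about 70%, limit read from the data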;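 also: 0% = full 14-3-3 plus peptide FRET controls and 100% = background without 14-3-3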
# Target sequence (P63103 whole entry, looked up): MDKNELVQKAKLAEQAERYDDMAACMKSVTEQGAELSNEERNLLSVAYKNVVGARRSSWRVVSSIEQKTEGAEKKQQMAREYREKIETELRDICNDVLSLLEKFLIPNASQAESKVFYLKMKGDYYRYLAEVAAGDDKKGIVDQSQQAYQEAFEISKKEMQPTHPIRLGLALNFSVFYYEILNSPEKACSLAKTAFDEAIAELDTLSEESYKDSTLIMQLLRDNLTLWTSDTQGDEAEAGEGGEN
# TRPN1 ag = zebrafish TRPN1 channel agonists, primary screen, cell-based, HEK293, calcium fluorescence; transient receptor potential cation channel N1 (TRPN1/NompC), Danio rerio; actives 0.18% (n = 220,000); HEK293 zebrafish TRPN1-YFP, Fluo-8 calcium fluorescence; 100% = response to 87 µM carbachol; activation, % at 3 µM; AID 1424, 2008;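 active = activation above its plate's cutoff, the mean activation of test wells on that plate plus 3 SD, cut at about 19% in these data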;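 also: 0% = DMSO alone and 100% = 87 µM carbachol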
#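 Control set: carbachol 87 µM as high control, DMSO as low control; system: HEK293 stable line with zebrafish TRPN1-YFP; read-out: % activation versus carbachol response; detection: intracellular calcium fluorescence with Fluo-8; doses: single test compound dose, 3 µM nominal, 0.3% DMSO; schedule: dye 1 h 37 °C plus 30 min RT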
# * = called active by the depositor; · = no result given; [ ] = another dose, or the depositor's remark. A portion of the library; the hit share may differ from the screen's.
SMILES,NPY-Y1 PAM-ag,CHOP inhibitor,NPY-Y1 antag,EP2 antag,TRPML3 agonist,EP2 modulator,PPC-1+TRAIL kill,14-3-3 Bad inh,TRPN1 ag
CC1CCCC(C)N1C(=O)CSc1nnc(NC(=O)c2cccs2)s1 (configuration not stated),-0.4,22.5,4.7,6.1,0.9,9.4,18.7,-8.2,1.0
Cc1ccc(SCC(=O)NC(=O)c2ccc(S(=O)(=O)N(C)C)cc2)cc1C,-28.0,7.4,7.1,6.2,0.5,-20.3,12.4,-16.2,2.8
COc1ccc(OC(=O)c2cnc3n(c2=O)CCS3)cc1,5.2,-2.3,·,9.8,1.3,3.3,0.4,0.8,2.2
Cc1ccnc(NS(=O)(=O)c2ccc(NC(=O)c3ccc4c(c3)OCCO4)cc2)n1,-0.6,-12.9,-0.7,8.2,0.5,-7.7,7.9,-3.6,0.8
COc1ccccc1N1CCN(S(=O)(=O)c2ccc(F)cc2)CC1,-21.4,-14.7,-3.6,13.1,1.7,20.3,13.9,-7.2,-1.9
COc1ccc(C(c2nnnn2Cc2cccs2)N2CCC(C(N)=O)CC2)c(OC)c1 (configuration not stated),-12.2,19.6,-2.5,20.8,0.2,18.6,9.3,24.0[fluorescence artefact?],-0.3
C=CCn1c(O)c(C=Nc2ccc(CN3CCCCC3)cc2)c(=O)[nH]c1=S,-6.1,20.5,·,1.7,0.1,9.4,8.4,4.9,-1.0
Nc1ccc(C(=O)OCc2csc(-c3ccccc3)n2)cc1[N+](=O)[O-],10.8,61.6,10.1,1.8,1.7,-14.5,13.2,-11.8,0.3
Cc1cc(-c2nc(C)c(C(=O)NN)s2)no1,-10.5,-14.6,·,16.6,0.2,-9.8,8.6,-4.3,1.1
CN(CC(=O)Nc1cccc(F)c1)CC(=O)Nc1ccccc1[N+](=O)[O-],6.5,37.6,-1.4,2.9,2.9,-62.0,24.5,14.2,7.0
Cc1ccc2cccc(S(=O)(=O)NC3CCS(=O)(=O)C3)c2n1 (configuration not stated),3.6,16.4,2.7,13.6,0.1,2.9,-1.9,0.7,-0.3
COc1ccc(C(=S)N2CCCC2)cc1C,-14.6,7.7,1.0,1.9,0.8,12.4,1.7,-15.3[fluorescence artefact?],-0.8
COc1ccc(CC(=O)O/N=C(\N)Cc2ccc(OC)cc2)cc1,6.0,24.0,19.7,14.8,-1.8,-6.2,9.9,9.2,-1.6
N#CCOC(=O)C1CSC2(c3ccc(Br)cc3)CCC(=O)N12 (configuration not stated),18.4,-9.4,-3.0,7.2,-0.2,33.5,5.9,1.0,-1.1
COC(=O)c1ccc(NC(=O)Cn2cnc3c(nnn3-c3cccc(OC)c3)c2=O)cc1,-0.9,-26.9,10.4,10.0,0.7,-32.1,20.1,10.4,-0.2
COc1ccc(C(=O)/C=C(\C)Nc2ccc3c(c2)OCO3)cc1,8.3,-10.8,-0.3,3.2,-1.1,12.9,22.6,-12.1,-0.8
CCN(CC)S(=O)(=O)c1cccc(C(=O)N2CC(O)CC2C(=O)O)c1 (configuration not stated),-2.1,-13.1,-2.2,1.9,0.7,-0.2,11.7,5.8,0.5
O=C1COc2ccc(C(=O)NC3CC3)cc2N1,12.1,9.9,2.8,8.0,0.2,-13.5,10.1,-4.7,-0.3
COc1cccc2cc(C(=O)NCc3ccco3)c(=O)oc12,1.7,-2.9,1.5,7.6,-0.8,-12.2,23.1,2.9,2.0
COc1ccc(NC(=O)C2CCCN(C(=O)NC3CCCCC3)C2)cc1OC (configuration not stated),-6.5,-20.3,4.4,12.2,0.4,-6.0,20.5,3.2,0.2
CCCCn1nnnc1SCC(=O)NNC(=O)C1CCCCC1,-4.9,5.8,1.2,5.7,0.1,-4.8,6.4,7.0,-0.6
COc1ccc(C(=O)NCC(=O)N/N=C/c2ccc([N+](=O)[O-])s2)cc1OC,6.9,-8.4,1.7,7.4,0.6,-21.1,·,-27.4,0.6
CN1CCCC(OC(=O)c2cc(Cl)ccc2Cl)C1 (configuration not stated),-11.5,32.2,0.5,2.5,0.3,14.8,7.6,11.0,-1.4
C#CCOc1ccc(/C=N/O)cc1Cl,-4.4,-29.4,-1.4,4.6,-0.7,-25.3,13.5,16.5,-0.1

# Rewritten with bars between the fields: part of the list above.
Molecule | NPY-Y1 PAM-ag | CHOP inhibitor | NPY-Y1 antag | EP2 antag | TRPML3 agonist | EP2 modulator | PPC-1+TRAIL kill | 14-3-3 Bad inh | TRPN1 ag
COc1ccc(C(=O)/C=C(\C)Nc2ccc3c(c2)OCO3)cc1 | 8.3 | -10.8 | -0.3 | 3.2 | -1.1 | 12.9 | 22.6 | -12.1 | -0.8
CCCCn1nnnc1SCC(=O)NNC(=O)C1CCCCC1 | -4.9 | 5.8 | 1.2 | 5.7 | 0.1 | -4.8 | 6.4 | 7.0 | -0.6

# The results go on.
SMILES,NPY-Y1 PAM-ag,CHOP inhibitor,NPY-Y1 antag,EP2 antag,TRPML3 agonist,EP2 modulator,PPC-1+TRAIL kill,14-3-3 Bad inh,TRPN1 ag
CC(=O)Nc1cccc(NC(=O)C2CC(=O)N(c3ccc(C)cc3)C2)c1 (configuration not stated),5.0,15.2,2.2,13.1,0.1,-25.9,27.6,3.0[fluorescence artefact?],0.0
Cc1nc(NC(=O)c2cccc(Cl)c2)sc1C(=O)N1CCCCC1,-2.1,-14.1,-3.2,2.8,0.7,-5.7,·,3.0,2.1
O=C(NCc1ccco1)c1ccc(S(=O)(=O)N2CCOCC2)cc1,0.9,2.6,3.6,11.7,1.4,16.7,14.2,1.7,0.1
CC(=O)/C(=N/Nc1cccc(C)c1)N1CCOCC1,24.4,43.1,0.3,·,0.5,-6.9,-5.8,0.6,0.4
COc1cc(OC)cc(C(=O)N2CCN(Cc3cccc(F)c3)CC2)c1,28.1,-13.4,-9.4,6.5,0.0,-32.9,-9.2,69.0,0.5
Cc1c(C(=O)O)cccc1N1C(=O)Nc2ccccc2N1O,3.3,5.3,1.4,5.3,-0.3,26.0,-6.0,7.0,0.4
CC(=O)Nc1ccc(Nc2nc3c(S(=O)(=O)c4ccc(C)c(C)c4)nnn3c3ccccc23)cc1,-2.0,22.1,3.2,3.9,0.3,6.0,11.4,-5.3,0.3
O=C(Nc1ccc2cn[nH]c2c1)c1c(Cl)cccc1Cl,-0.2,42.7,2.3,7.9,0.7,1.2,-4.6,4.6,-0.3
Cc1nn(-c2cc(N3CCCCC3)ccc2[N+](=O)[O-])c(=O)c2ccccc12,24.5,13.3,-5.1,5.6,0.2,13.8,-14.5,-7.3[fluorescence artefact?],0.6
Cn1c(CN2CCOCC2)nnc1SCC(=O)NCCc1ccccc1,-3.5,-0.9,2.9,5.4,1.3,11.3,10.8,-5.9,0.7
COc1ccc(OC)c(NC(=O)C2C3C=CC(C3)C2C(=O)NCc2ccccn2)c1 (configuration not stated),2.1,13.0,0.4,3.9,-0.2,20.1,2.2,-9.0,1.9
CC(C)(C)NC(=O)NC(=O)COC(=O)COc1ccc2c(c1)CCC2,-14.8,84.8*,9.7,11.1,-0.2,19.7,31.7,3.4,-1.8
COc1cc(CC(=O)OCC(=O)Nc2sccc2C(N)=O)cc(OC)c1OC,4.1,36.6,1.9,4.7,4.3,-47.7,8.6,-11.4,9.7
Cc1cccc(/C=N/n2c(-c3ccncc3)n[nH]c2=S)c1,-17.5,-4.6,0.3,0.0,1.0,12.9,11.5,-0.6,-0.2
CC(C)(C)C(=O)Cn1ncc(N2CCOCC2)c(Br)c1=O,-20.3,-13.2,4.4,11.9,1.4,35.8,26.2,-20.2,1.4
CCCC(C)C(=O)NCc1ccncc1 (configuration not stated),-7.2,16.6,3.0,10.0,0.8,1.1,10.0,-5.8,0.4
O=c1[nH]c(CN2CCN(S(=O)(=O)c3cccs3)CC2)nc2c(Br)cc(Br)cc12,2.3,37.9,-4.8,9.7,0.4,7.7,27.3,-15.3,0.3
O=C(Nc1ccc(F)cc1)c1sccc1SCc1cccc(C(F)(F)F)c1,-15.4,21.6,25.4*,6.8,0.3,42.9,0.3,-1.2,2.1
COc1ccc(S(=O)(=O)N2CCCC(C(=O)O)C2)cc1Cl (configuration not stated),-13.3,23.2,11.0,8.9,1.2,34.9,3.5,0.6,0.6
COC(=O)c1ccc(C(=O)OC)c(NC(=O)COC(=O)CC2CC3CCC2C3)c1 (configuration not stated),6.1,-23.2,7.2,6.5,1.3,9.2,1.4,-1.0[fluorescence artefact?],0.3
CCOc1ccc2cc(S(=O)(=O)n3ccnc3C)ccc2c1,0.1,19.1,9.5,8.8,0.5,18.6,14.8,32.8,1.0
CS(=O)(=O)Nc1ccccc1C(=O)NCc1ccco1,5.3,20.3,5.5,15.2,0.1,-0.3,7.9,4.6,3.6
COc1ccc(-n2cnc3cc(C(=O)NCCN4CCOCC4)ccc32)cc1,-4.9,3.5,-3.5,1.6,-0.6,4.5,8.1,-12.3,0.6
CCCOc1cccc(/C=N/NC(=O)c2csc(C)c2C)c1,-17.9,36.6,-3.1,9.7,0.3,-27.5,5.1,2.1,6.3
Oc1oc(-c2ccco2)nc1C=Nc1ccccc1,13.5,-6.9,5.3,16.8,0.3,6.3,10.2,-7.2[fluorescence artefact?],-1.4
CCc1ccc2[nH]c(=O)c(CN(CCN(CC)CC)C(=S)NCc3ccco3)cc2c1,-30.1,18.1,21.9*,5.0,0.4,4.9,19.1,-9.8,-0.4
COCCN(CCOC)S(=O)(=O)c1ccc(C(=O)Nc2nnc(CSC)o2)cc1,9.4,-3.8,6.1,7.0,0.4,19.1,14.7,-27.6,1.8
Cc1ccc(NCCC(=O)c2cccs2)cc1,-0.6,-29.7,0.4,4.2,0.3,-13.5,3.8,-1.1,0.9
CCCCN(CC)Cc1ccc(CNC(=S)Nc2ccc(C)cc2Cl)o1,-6.5,34.7,12.2,1.1,1.1,-26.8,4.3,-1.4,0.0
Cc1oc(C(=O)O)cc1COc1ccc2c3c(c(=O)oc2c1C)CCC3,-6.3,-4.2,0.1,8.6,0.2,6.9,21.9,-7.6,2.1
O=C(NCc1ccccc1)c1ccccc1CO,-1.5,-12.9,-1.6,12.3,0.5,22.7,11.0,3.5,0.9
